HIF activator: HIF pathway transcriptional activation. 300,000 compounds, 0.32% hits. activation, % at 7.5 µM (by protocol). U2OS HRE-luciferase reporter, luminescence; normalized: DMSO 0%, desferrioxamine 100%;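 active = mean activation of at least 10% of the iron chelator positive control signal, with at least half of replicates also reaching 10%; inconclusive = mean and replicate majority disagree about reaching 10%; inactive = mean and most replicates under 10%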
MrgX1 agonist: activates human MrgX1 receptor signaling; AID 588627; B-score at 10 µM; MrgX1-HEK293 cells, Fluo-4 calcium fluorescence, agonist mode; active compounds read high; 310,000 compounds, 0.44% hits;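 active = calcium response B-score plate-corrected fluorescence ratio at least 3 library SD, with starting fluorescence B-score inside 5 SD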
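times = overnight plating, then 30 min 37 °C plus 30 min room-temperature dye loading | assay system = stable human MrgX1 HEK293 cell line | input = fifteen thousand cells per well | signal = kinetic calcium dye fluorescence, Fluo-4 NW | dosing = compound delivered in addition one of three | read-out = B-scored fluorescence response ratio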
Platelet DG rel: platelet dense granule release activity. human platelet-rich plasma, SFLLRN dense granule ATP release, luminescence. inhibition, %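 (compounds screened at 7.5 µM in platelet-rich plasma)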. 300,000 compounds, 0.22% hits. AID 1663;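 active = mean replicate score, as percent of positive control, at or above 50; inconclusive = mean below 50 but at least one replicate at or above 50; inactive = mean and every replicate below 50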
RGS4 inh: inhibitors of human RGS4; P49798; HEK293 M3R/RGS4 inducible, Fluo-4 calcium flux; active compounds read high; triggered by carbachol at its EC20; B-score at 10 µM; 310,000 compounds, 0.45% hits; AID 463165;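 active = B-score, a plate-corrected calcium signal, over three deviations above library mean, with baseline fluorescence within five deviations of library mean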;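 also: RGS4 expression induced by doxycycline in cells with stable M3 receptor; B-score is computed from the integrated fluorescence ratio over baseline after carbachol; higher B-score means a larger calcium signal and so more RGS4 inhibition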
Target sequence (P49798 whole entry, looked up): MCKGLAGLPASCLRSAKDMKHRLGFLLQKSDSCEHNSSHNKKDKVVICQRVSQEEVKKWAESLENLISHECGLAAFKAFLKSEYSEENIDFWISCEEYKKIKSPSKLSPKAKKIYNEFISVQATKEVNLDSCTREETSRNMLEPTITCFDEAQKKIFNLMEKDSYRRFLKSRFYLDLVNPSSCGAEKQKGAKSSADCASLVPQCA
TRPC6 activator: activates the mouse TRPC6 cation channel | Q61143 | HEK293-TRPC6 membrane potential dye fluorescence; active compounds read high | B-score at 10 µM | 310,000 compounds, 0.13% hits;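 active = B-score of the integrated fluorescence ratio above library mean plus 3 SD, and starting fluorescence ratio within library mean plus 5 SD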;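 also: higher score means more depolarization so channel activation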
Target sequence (Q61143 whole entry, looked up): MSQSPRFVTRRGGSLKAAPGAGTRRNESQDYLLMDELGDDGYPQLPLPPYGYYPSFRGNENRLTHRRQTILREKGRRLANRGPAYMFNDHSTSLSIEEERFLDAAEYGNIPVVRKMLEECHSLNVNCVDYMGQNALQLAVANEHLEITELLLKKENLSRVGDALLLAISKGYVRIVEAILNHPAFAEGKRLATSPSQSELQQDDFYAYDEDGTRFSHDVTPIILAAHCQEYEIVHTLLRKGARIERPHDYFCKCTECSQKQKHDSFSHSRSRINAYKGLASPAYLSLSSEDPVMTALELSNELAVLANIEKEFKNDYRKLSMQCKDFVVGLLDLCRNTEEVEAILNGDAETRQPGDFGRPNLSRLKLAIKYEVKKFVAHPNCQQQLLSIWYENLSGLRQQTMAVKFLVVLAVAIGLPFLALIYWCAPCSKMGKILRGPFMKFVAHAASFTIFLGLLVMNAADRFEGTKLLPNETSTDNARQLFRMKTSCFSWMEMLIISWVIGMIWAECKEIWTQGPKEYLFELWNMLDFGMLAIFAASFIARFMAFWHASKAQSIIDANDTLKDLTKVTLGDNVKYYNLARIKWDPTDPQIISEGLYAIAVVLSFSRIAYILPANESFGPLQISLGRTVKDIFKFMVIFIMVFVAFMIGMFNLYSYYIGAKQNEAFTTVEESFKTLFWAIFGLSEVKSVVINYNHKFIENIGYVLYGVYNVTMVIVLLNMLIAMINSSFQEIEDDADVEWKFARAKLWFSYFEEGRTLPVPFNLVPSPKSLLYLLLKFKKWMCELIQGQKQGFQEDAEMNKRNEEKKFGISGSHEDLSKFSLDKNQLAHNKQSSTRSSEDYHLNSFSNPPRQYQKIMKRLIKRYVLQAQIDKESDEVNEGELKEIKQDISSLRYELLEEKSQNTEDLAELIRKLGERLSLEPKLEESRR
TRPC4 inh: inhibitors of mouse TRPC4 channel; HEK293 TRPC4beta/mu-opioid, DAMGO-evoked Fluo4 calcium flux; active compounds read low; 300,000 compounds, 0.39% hits; Q9QUQ5; AID 2247; B-score at 10 µM;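 active = B-score over 3 SD under the library average, no early fluorescence shift, positive overall ratio signal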
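Material: HEK293 cells with stable TRPC4beta plus mu-opioid receptor expression; probe or stimulus: DAMGO in two steps, submaximal then maximal; technique: Fluo4 calcium fluorescence by kinetic imaging, 5 s 1 Hz baseline; measure: integrated fluorescence ratio relative to baseline, converted to per-well B score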
MrgX1 antagonist: blocks BAM8-22 activation of human MrgX1 receptor. Q96LB2. MRGX1-HEK293 calcium flux, Fluo-4, BAM8-22 antagonism; active compounds read low. B-score at 10 µM. 310,000 compounds, 1.3% hits;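 active = calcium-response B-score plate-corrected more than 3 library SD below zero, starting fluorescence within 5 deviations, no agonist response on first addition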;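 also: peak minus trough fluorescence over baseline after final BAM8-22 challenge near maximal dose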
RGS4 pot: potentiators or activators of RGS4; B-score at 10 µM; AID 463111; HEK293 M3R/inducible RGS4, carbachol calcium flux Fluo4; active compounds read low; 310,000 compounds, 0.92% hits;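 active = B-score of the integrated calcium signal more than 4 SD below the library mean, with starting fluorescence not abnormally high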;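 also: negative B-score means reduced calcium response which marks RGS4 activation or potentiation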
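Reagent: ECmax carbachol challenge; Test system: M3R-expressing HEK293 line, RGS4 induced by doxycycline; Schedule: overnight RGS4 induction, 30 min dye load 37 °C, 20 min compound RT; Detection: calcium dye Fluo4 fluorescence; Read-out: Agonist-evoked peak-minus-minimum fluorescence over baseline, integrated ratio, B score.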
SKKanGAS inh: blocks kanamycin growth of S. pyogenes SKKanGAS strain. BacTiter-Glo, 6 h. inhibition, % at 7.5 µM. 300,000 compounds, 1.3% hits. AID 1662;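 active = mean replicate score, as percent of positive control median, at least 50; inconclusive = mean below 50 but one replicate at or above 50; inactive = mean and every replicate below 50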;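 also: strain carries kanamycin resistance gene driven by streptokinase promoter and grows in 40 µg/ml kanamycin; loss of luminescence reflects streptokinase promoter inhibition or plain growth inhibition; 0% = median of DMSO wells and 100% = positive control at its reference dose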
MrgX1 PAM: human MrgX1 positive allosteric modulation, primary screen. Q96LB2. MrgX1-HEK293, Fluo-4 calcium flux, FDSS; active compounds read high. B-score at 10 µM. 310,000 compounds, 0.63% hits;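 active = plate-corrected calcium response at least 3 library SD above typical, normal starting fluorescence, not activating the receptor alone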;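 also: compound read alongside a low EC10 to EC30 dose of BAM8-22 agonist; peak minus trough fluorescence over baseline measured at the second addition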
TRPC6 inh: inhibitors of mouse TRPC6 channel. Q61143. HEK293-TRPC6, membrane potential dye, ACh-evoked depolarization; active compounds read low. B-score at 10 µM. 310,000 compounds, 1.1% hits. AID 2553;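 active = B-score under library mean minus 3 SD, initial fluorescence not abnormally high, positive integrated signal ratio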;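 also: B-score derived from integrated fluorescence ratio over the kinetic read; more negative B-score means stronger inhibition of depolarization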
Numbers without * were called inactive; i = inactive; ? = inconclusive; / = not tested or not shown.

SMILES	HIF activator	MrgX1 agonist	Platelet DG rel	RGS4 inh	TRPC6 activator	TRPC4 inh	MrgX1 antagonist	RGS4 pot	SKKanGAS inh	MrgX1 PAM	TRPC6 inh
COCCCn1c(SCC(=O)NCc2ccccc2)nc2ccccc2c1=O	-0.1	i	-1	i	i	i	i	i	-5	i	i
Cc1sc(NC(=O)Cn2c(=O)oc3ccccc32)nc1-c1ccc(Cl)cc1	0.6	i	8	i	i	i	i	i	21	i	i
COc1ccccc1C(=O)NC(CCSC)C(=O)OC(C)C(=O)NC1CC1 (configuration not stated)	0.0	i	3	i	i	i	i	i	-7	i	i
CCOC(=O)CSC(=S)NC(=O)c1ccc(OC)cc1	0.6	i	-11	i	i	i	i	i	-2	i	i
COc1cc(NC(=O)Cc2ccccc2)ccc1NC(=O)c1ccco1	1.0	i	4	i	i	i	i	i	5	i	i
C#CCNC(=O)C1=C[C@H](c2ccc3c(c2)OCO3)C[C@H](OCc2ccc(CO)cc2)O1	-1.8	i	5	i	i	i	i	i	9	i	i
S=C(NCC1(c2ccccc2)CCCC1)Nc1ccccc1	0.1	i	1	i	i	i	i	i	9	i	i
CCC(Sc1nc2n[nH]c(C)c2c(=N)n1-c1ccc(C)c(Cl)c1)C(=O)N1CCOCC1 (configuration not stated)	-1.0	i	-24	i	i	i	i	i	8	i	i
Cc1cc(C)nc(/N=C(/NC(=O)Nc2ccc(Cl)c(Cl)c2)Nc2cccc(Cl)c2)n1	-0.4	i	-1	i	i	i	i	i	7	i	i
CC(=O)Nc1ccc(N2CCN(c3ccc(C(F)(F)F)cn3)CC2)nc1	0.4	i	-6	i	i	i	i	i	-7	i	i
COc1ccccc1C(=O)NC(=O)COC(=O)c1ccc(C)o1	-0.2	i	-6	i	i	i	i	i	-5	i	i
O=C(O)CCn1c(O)c(C=C2N=c3ccccc3=N2)sc1=S	-2.6	i	8	i	i	i	i	i	5	i	i
Cc1ccc(CCNC(=O)c2cc(S(=O)(=O)N3CCOCC3)cn2C)cc1	-0.2	i	-5	i	i	i	i	i	0	i	i
CC(C)CC(=O)N1CCC(N2CCN(c3ccccc3)CC2)CC1	0.1	i	/	i	i	i	i	i	-3	i	i
O=C(NC(=S)Nc1ccc2[nH]c(=O)[nH]c2c1)c1ccccc1F	4.3	i	8	i	i	i	i	i	5	i	i
CCCCc1ccc(NC(=O)CSc2nc3ncccc3[nH]2)cc1	/	i	0	i	i	i	-5.7*	i	7	i	i
CC(C)N=C(NS(=O)(=O)c1cccs1)c1ccccc1	-0.2	i	-1	i	i	i	i	i	?	i	i
CCN(CC(=O)Nc1ccc(NC(C)=O)cc1)C(=O)CCN1C(=O)c2cccc([N+](=O)[O-])c2C1=O	0.1	i	5	i	i	i	i	i	-7	i	i
C=CCNC(=S)Nc1sc2c(c1C#N)CCCC2	1.0	i	-29	i	i	i	i	i	-2	i	i
CCOC(=O)c1ccc(N2CCCCC2)c(NS(=O)(=O)c2cccc(C(F)(F)F)c2)c1	1.3	i	-11	i	i	i	i	i	-3	i	i
CC(=O)CSc1nnc2c3ccccc3nc(C(C)(C)C)n12	0.0	i	-1	i	i	i	i	i	-4	i	i
O=C(CCN1CCOCC1)NNC(=O)Nc1cccc([N+](=O)[O-])c1	-1.3	i	5	i	i	i	i	i	5	i	i
O=C(NCc1ccco1)c1ccc(CS(=O)(=O)Cc2ccc(Cl)cc2)o1	-1.9	i	-1	i	i	i	i	i	2	i	i
CC(CCCC(C)(C)O)NCCO (configuration not stated)	0.1	i	5	i	i	i	i	i	-9	i	i
O=C(COC(=O)c1cccc(Br)c1)Nc1cccc2c1C(=O)c1ccccc1C2=O	0.5	i	-5	i	i	i	i	i	-1	i	i
Additional compounds
SMILES	HIF activator	MrgX1 agonist	Platelet DG rel	RGS4 inh	TRPC6 activator	TRPC4 inh	MrgX1 antagonist	RGS4 pot	SKKanGAS inh	MrgX1 PAM	TRPC6 inh
Cc1nc2ccccn2c1C(=O)N/N=C/c1ccccc1[N+](=O)[O-]	/	i	-25	i	i	i	i	i	1	i	i
CCC(C)Nc1nc2c(C)cccn2c(=O)c1C=Nc1ccc(OC)cc1 (configuration not stated)	/	i	-13	i	i	i	i	i	9	i	i
Oc1[nH]c2ccccc2c1N=Nc1c(F)c(F)c(Cl)c(F)c1F	1.5	i	-2	i	i	i	i	i	1	i	i
CC(C)(C)N1C(=O)[C@H]2[C@@H](c3ccc(Br)cc3)N3C(=O)N(c4cccc(F)c4)C(=O)[C@@]3(C)[C@H]2C1=O	0.5	i	2	i	i	i	i	i	-5	i	i
Cc1ccc(-c2ccc(SCC(=O)NC3CCCCC3)nn2)cc1	1.3	i	-13	i	i	i	i	i	-7	i	i
Cc1ccc(NC(=O)CS(=O)CC(=O)N(c2ccc(C)cc2)C(C)C(=O)NC2CCCCC2)cc1 (configuration not stated)	0.4	i	-6	i	i	i	i	i	3	i	i
Cc1nc2ccc(NC(=S)NC(C)C)cc2nc1C	0.1	i	0	i	i	i	i	i	9	i	i
CCN(CC)S(=O)(=O)c1cc(NC(=O)NCCCl)ccc1C	-0.4	i	-1	i	i	i	i	i	-2	i	i
O=C(c1cccs1)N1CCc2c([nH]c3ccccc23)C1c1ccccn1 (configuration not stated)	-0.1	i	9	i	i	i	i	i	6	i	i
CNc1ccc(Oc2nc([N+](=O)[O-])nn2C)cc1	0.0	i	6	i	i	i	i	i	8	i	i
Cn1c(SC2=CS(=O)(=O)c3ccccc32)nc2ccccc21	6.9	i	-3	i	i	i	i	i	0	i	i
CCc1ccc(NC(=O)NCCN2CCN(c3ccc(OC)cc3)CC2)cc1	0.3	i	-3	i	i	i	i	i	-9	i	i
Cc1[nH]c(=O)[nH]c(=O)c1N1CCOCC1	-0.2	i	-3	i	i	i	i	i	5	i	i
Cc1ccc(NC(=O)NNC(=O)c2ccc3c(c2)NC(=O)C(C)(C)O3)cc1	0.2	i	26	i	i	i	i	i	1	i	i
CC[N+](C)(CC)CCC/C(=N/O)C(O)(c1ccccc1)c1ccccc1	-0.2	i	-2	i	i	i	i	-9.7*	0	i	-8.5*
Brc1ccc(-n2c(SCc3nc4ccccc4[nH]3)nnc2-c2ccncc2)cc1	0.4	i	-4	i	i	i	i	i	3	i	i
COC(=O)c1c[nH]n2c(=O)cc(C)nc12	-0.8	i	-6	i	i	i	i	i	2	i	i
O=C1CSC(=S)N1c1ccc(F)c(Cl)c1	2.6	i	-12	i	i	i	i	i	10	i	i
COC(=O)c1nn(-c2ccccc2)c(=O)cc1Sc1ccc(Cl)cc1	-0.3	i	7	i	i	i	i	i	-8	i	i
O=C(CSc1nc2[nH]ncc2c(=O)[nH]1)NCc1ccccc1	0.3	i	-16	i	i	i	i	i	-4	i	i
O=C(CCn1c(=O)[nH]c2ccccc2c1=O)NCCCN1CCN(c2cccc(Cl)c2)CC1	-0.6	i	-1	i	i	i	i	i	2	i	i
CNC(=S)N/N=C/c1c(C(=O)OC)cnn1-c1ccc(F)cc1F	-0.1	i	-3	i	i	i	i	i	-1	i	i
C/C(=N\NC(=O)c1cccs1)c1ccc(C(=O)O)s1	2.9	i	4	i	i	i	i	i	3	i	i
Cc1ccc2[nH]c(C)c(/C=N/Nc3nc4ccccc4s3)c2c1	0.3	i	-1	i	i	i	i	i	6	i	i
CC(O)CSc1nc2c(c(=O)[nH]c(=O)n2C)n1CC(O)COc1ccccc1 (configuration not stated)	1.6	i	-2	i	i	i	i	i	-3	i	i
(list continues)
SMILES	HIF activator	MrgX1 agonist	Platelet DG rel	RGS4 inh	TRPC6 activator	TRPC4 inh	MrgX1 antagonist	RGS4 pot	SKKanGAS inh	MrgX1 PAM	TRPC6 inh
Cc1cccc(C)c1OCc1cc(C(=O)NC2CCC(O)CC2)no1 (configuration not stated)	0.1	i	-7	i	i	i	i	i	/	i	i
O=C(N/N=C/c1ccc[nH]1)c1ccc(COc2cccc3cccnc23)cc1	-2.8	i	7	i	i	i	-7.2*	i	18	7.8*	i
CN(C)CC(CCC(CN(C)C)C(O)(c1ccccc1)c1ccccc1)C(O)(c1ccccc1)c1ccccc1 (configuration not stated)	-0.5	/	3	i	i	-8*	/	i	-5	/	i
O=C1CC(c2cccs2)Sc2nc3ccccc3n21 (configuration not stated)	4.0	i	3	i	i	i	i	i	-5	i	i
Cn1ccnc1C(=O)c1cc(SCC(=O)NC2CC2)nc2ccccc12	0.1	i	15	i	i	i	i	i	2	i	i
CCNS(=O)(=O)c1ccc(CCC(=O)N2CCN(c3ccccc3F)CC2)cc1	0.0	i	-8	i	i	i	i	i	0	i	i
Nc1nc(C23CC4CC(CC(C4)C2)C3)[nH]c(=O)n1	-0.3	i	-8	i	i	i	i	i	-4	i	i
O=[n+]1c2c(n([O-])c3cc(Cl)ccc31)CCCC2	0.4	i	-14	i	i	i	i	i	3	i	i
C[n+]1cccc(/C=N/Nc2nc(Cl)c(C#N)c(Cl)c2Cl)c1	-0.3	i	-1	i	i	i	i	i	4	i	-6.2*
Oc1oc(-c2ccco2)nc1C=Nc1ccccc1	1.7	i	22	i	i	i	i	i	-5	i	i
Nn1c(SCC(=O)NC2CCCCC2)nnc1-c1ccc(Cl)cc1	-0.3	i	8	i	i	i	i	i	-2	i	i
CCCOC(=O)c1c(N)sc2c1CCC2	0.1	i	-1	i	i	i	i	i	6	i	i
Oc1cccc(C=NCc2ccccc2)c1O	0.2	i	-6	i	i	i	i	i	0	i	i
CC(=O)Nc1nc(=S)n(-c2ccccc2)[nH]1	0.2	i	-4	i	i	i	i	i	2	i	i
COc1cc(C(=O)NCCc2cn3ccc(C)cc3n2)cc(OC)c1OC	-0.3	i	-2	i	i	i	i	i	2	i	i
Cc1nc(C)c(C(=O)C2=C(O)C(=O)N(CCN3CCOCC3)C2c2cccnc2)s1 (configuration not stated)	-0.6	i	7	i	i	i	i	i	-1	i	i
CCOC(=O)CN1C(=O)/C(=C2\SC(=S)N(NC(=O)c3cccnc3)C2=O)c2ccccc21	0.1	i	-10	i	i	i	i	i	3	i	i
CC(C)(CNC(=O)Cc1ccc(NS(=O)(=O)c2cccc(C(F)(F)F)c2)cc1)N1CCOCC1	0.3	i	6	i	i	i	i	i	-5	i	i

Screens (PubChem BioAssay)
